MT stabilize HCS = microtubule stabilizers in HeLa cells, primary screen, imaging, high-content imaging | HeLa tubulin immunostaining HCS, 24 h; share of cells brighter than vehicle mean+2SD | % tubulin-high responders, % at 10 µM | 200,000 tested, 0.83% active | AID 2205, 2009;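 active = plate Z-score above 3 for both tubulin-high and condensed-nucleus cell shares, with cell loss under 80%, at 10 µM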;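 note: anti alpha tubulin signal scored within the nucleus-defined area of each cell; some results filed as inactive read as strong as hits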
P. falciparum M1AAP = P. falciparum M1AAP inhibitors, biochemical, fluorogenic H-Leu-NHMec substrate, 1536-well (AID 1445); one-dose inhibition, % at 30 µM; IC50 in µM for titrated hits; 220,000 tested, 0.42% active; recombinant M1AAP, H-Leu-NHMec fluorogenic kinetic assay; higher % means a stronger effect;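 active = primary inhibition above the hit cutoff, then over 50% inhibition at one or more dose response concentrations, cut at about 23% in these data, passing the limit was not always enough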;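 note: plate controls were DMSO full reaction for no effect and no enzyme background for full effect; strong numbers were not always called active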
Dynein transport = inhibitors of GR-EGFP nuclear translocation, primary screen, dynein cargo transport inhibitor project, imaging, high-content, 3617.4 mouse cells. test concentration mostly 20 µM; stimulated with dexamethasone, 1 µM; stronger effect = lower value. AID 1381, 2008. 220,000 tested, 0.47% active. z-score, hits read low;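 active = plate z-score of nuclear minus cytoplasmic receptor signal below a set negative limit, without overly bright fluorescence or cell loss, cut at about -3.5 in these data, passing the limit was not always enough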;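 note: z-score of nuclear minus cytoplasmic ring GR-EGFP intensity difference per well; some compounds called inactive have numbers as strong as hits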
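Buffer or medium: tet-free, stripped-serum medium; Also added: dexamethasone, 1.0 µM final; Technique: high-content fluorescence imaging after fixation; Times: 48 h induction, 1 h compound, 30 min dex at 37 °C; Read-out: per-cell GR-EGFP intensity, nucleus versus surrounding cytoplasmic ring, well-averaged.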
Yfh1-off respiration = enhancers of respiration in Yfh1-depleted yeast, dose response, Friedreich's ataxia, plus single-dose screen (AID 1465) | S. cerevisiae Yfh1-off respiration, WST-1 reduction, 72 h; higher fold induction means a stronger effect | fold induction at 50 µM, or EC50 in µM where a hit was titrated | 220,000 tested, 0.074% active;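 active = fold induction of absorbance versus untreated yeast above a set limit, then at least 30% activation at any dose in follow-up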;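 note: activators that raise dye reduction in frataxin-depleted yeast; strong numbers were not always called active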
P. falciparum M17LAP = P. falciparum M17LAP inhibitors, primary screen, biochemical, fluorogenic H-Leu-NHMec substrate, 1536-well (AID 1619); Leucine aminopeptidase (Plasmodium falciparum (isolate 3D7)); recombinant M17LAP, H-Leu-NHMec fluorogenic kinetic assay; higher % means a stronger effect; one-dose inhibition, % at 30 µM; IC50 in µM for titrated hits; 220,000 tested, 0.38% active;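 active = compound inhibiting the enzyme by more than half at any dose during confirmatory dose-response retesting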;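 note: plate controls were full reaction with DMSO carrier for no effect and no enzyme background for full effect; strong numbers were not always called active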
Autophagy HCS = autophagy modulators in MEF cells, primary screen, imaging, high-content, MEF GFP-LC3 | MEF GFP-LC3 puncta imaging; test concentration mostly 10 µM | calls only at 10 µM (by protocol) | 190,000 tested, 0.98% active | AID 463193, 2010;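 active = percentage of spot-positive cells more than 3 SD above its plate mean, without a fluorescence outlier flag or 80% toxicity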;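 note: spot-positive cell cutoff set from DMSO-treated cells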
T cell modulator = modulators of CD8 T cell-vesicle binding, primary screen, mouse 2C CD8+ T cells, flow cytometry | calls only at 7 µM | 330,000 tested, 0.068% active | 2C CD8+ T cell-vesicle binding; stronger effect = lower value;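 active = response, share of CD8 T cells binding vesicles, and their 90th percentile fluorescence all below set limits, cut at about 80% in these data, passing the limit was not always enough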
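Read-out – percent CD8+ FL2 mean versus row control · System – murine 2C transgenic CD8+ T lymphocytes · Times – 1.5 h cell–vesicle binding at 37 °C, then 20 min icy labelling · Control set – naked vesicles low, QL9 vesicles with vehicle high · Detection – cytometric PE anti-B7-1 and Alexa647 anti-CD8 signals after 1% paraformaldehyde fixation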
WT yeast gro inh = growth inhibition of WT strain, primary screen, mitochondrial fusion inhibitor project, WT and mutant strains, chemical genetic; mitochondrial fusion phenotypic screen; inhibition, % at 10 µM; 190,000 tested, 2.1% active; in the data active = inhibition above about 58%; tested in S. cerevisiae
b-catenin transl = modulators of beta-catenin nuclear translocation, primary screen, imaging, HeLa cells, immunofluorescence, high-content | nuclear translocation activity, % at 5 µM | 190,000 tested, 0.3% active;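 active = nuclear translocation activity above 50% at 5 µM, with a well cell count of 50 or more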;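 note: per-cell ratio of nuclear to cytoplasmic median beta-catenin stain intensity; plate controls were DMSO negative control for no effect and GSK-3 inhibitor IX positive control for full effect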
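Test system: human HeLa cells, native beta-catenin. Compound dosing: 5 µM primary single dose, 0.1% DMSO, 0.02–20 µM confirmation series. Incubation: compound exposure 24 h at 37°C. Detection: beta-catenin immunostaining with DAPI counterstain, 20x imaging, 6 fields/well. Read-out basis: Nuclear/cytoplasmic beta-catenin signal ratio, % activation.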
WT yeast gro inh mutant strain = second read-out of WT yeast gro inh, no call of its own (marks repeat the call); inhibition, %; mitochondrial fusion phenotypic screen, mutant strain inhibition
Dynein transport cytoplasmic EGFP = second read-out of Dynein transport, no call of its own (marks repeat the call); z-score; measured here: cytoplasmic GR-EGFP intensity; stronger effect = higher value
Dynein transport nuclear GR-EGFP = recorded beside Dynein transport, whose call it bears; z-score; measured here: nuclear GR-EGFP intensity;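 lower value marks the stronger effect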
Dynein transport cell count = second read-out of Dynein transport, no call of its own (marks repeat the call); z-score; measured here: cell count per field
b-catenin transl cell count 5 µM = recorded beside b-catenin transl, whose call it bears; cell count; measured here: cell count, cytotoxicity flag
T cell modulator vesicle-bound % = further read-out of T cell modulator, marked with its call; double positive events, %; measured here: CD8+ vesicle-bound cell fraction;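 binding gate set so that unloaded-vesicle control wells show 10% double positive cells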
MT stabilize HCS Hoechst-high % = further read-out of MT stabilize HCS, marked with its call; % Hoechst-high responders; measured here: nuclear condensation Hoechst responders;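 share of cells brighter than vehicle mean plus two SD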
MT stabilize HCS cytotoxicity % = recorded beside MT stabilize HCS, whose call it bears; toxicity, %; measured here: cytotoxicity by cell density;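 0% = mean cell density of plate MIN control wells and 100% = no cells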
Autophagy HCS cell loss 18 h = also measured in Autophagy HCS; calls as there; toxicity, %; measured here: cell loss, nuclei count;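 cell loss after 18 h compound exposure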
Numbers without * were called inactive; i = inactive; . = no result given.

smiles	MT stabilize HCS	MT stabilize HCS Hoechst-high %	MT stabilize HCS cytotoxicity %	P. falciparum M1AAP	Dynein transport	Dynein transport cytoplasmic EGFP	Dynein transport nuclear GR-EGFP	Dynein transport cell count	Yfh1-off respiration	P. falciparum M17LAP	Autophagy HCS	Autophagy HCS cell loss 18 h	T cell modulator	T cell modulator vesicle-bound %	WT yeast gro inh	WT yeast gro inh mutant strain	b-catenin transl	b-catenin transl cell count 5 µM
C/C(=N/OC(=O)C1CC1c1ccccc1)c1ccccc1 (stereo unspecified)	2.3	1.8	6.7	16%	0.23	-0.26	0.3	-0.084	i	6%	i	-1	i	39	6	1	-0.4	1092
CC(C(=O)NCC1CCCCC1)N(C)Cc1cccc(Cl)c1 (stereo unspecified)	4.5	0.9	21	2%	-1.2	0.086	-0.25	0.8	i	-5%	i	16	i	42	15	22	2.2	1083
COc1cc2c(cc1OC)CN(C(=O)c1cc3ccccc3oc1=O)CC2	19*	14*	13*	-4%	0.31	-0.12	0.21	-0.83	.	-10%	i	10	i	15	15	4	0.6	1022
O=C1COCC(=O)N1CCc1c[nH]c2ccccc12	.	.	.	-2%	0.17	-0.22	-0.027	-0.75	i	0%	.	.	i	41	.	.	-4.0	1094
O=C(Nc1c(Cl)cc(Cl)cc1C(=O)NCCN1CCOCC1)c1cccc([N+](=O)[O-])c1	2.1	1.4	6.5	1%	0.26	-0.25	0.35	-0.59	i	-2%	i	20	i	56	1	-9	-2.8	1107
CCCCn1c(N)c(N(CCC(C)C)C(=O)CSc2nnc3ccccn23)c(=O)[nH]c1=O	2.0	2.6	8.4	-5%	0.27	-0.35	-0.11	-0.081	i	-6%	i	7	i	40	-2	4	-4.9	1165
O=C(CNCc1ccco1)Nc1ccccc1-n1cccc1	7.0	3.6	7.2	1%	2.1	0.48	1.1	-2	i	1%	i	3	i	41	-7	-5	0.3	486
CCOC(=O)c1sc(NC(=O)CSc2nncn2C)nc1C	7.0	1.6	6.5	1%	0.5	-0.35	0.33	0.14	i	-3%	i	-3	i	40	8	1	-3.5	1090
Cc1[nH]n(-c2ccccc2)c(=O)c1/C=N/NC(=O)C(C)C	4.3	2.0	6.3	-5%	-0.21	0.37	-0.47	-0.26	i	2%	i	-1	i	15	-2	3	2.7	1052
Cc1nnsc1C(=O)Nc1ccc(Cl)cc1	1.6	0.6	21	3%	-0.29	0.21	-0.13	1.3	i	13%	i	-1	i	43	-1	-11	-1.0	1235
O=C(O)c1ccccc1N/N=C\c1ccnc2ccccc12	4.3	3.1	8.1	13%	-0.12	-0.2	0.45	1.3	i	27%	i	-25	i	53	10	-8	3.1	1239
CN(NC(=O)c1ccccc1)c1ncc(C(F)(F)F)cc1Cl	.	.	.	0%	0.21	-0.27	-0.13	-0.26	i	3%	.	.	i	30	.	.	-2.1	1076
CC(C)(C)NC(=O)c1ccnc(C(C)(C)C)c1	0.7	1.5	9.1	0%	-0.45	0.048	-0.32	0.15	i	4%	i	1	i	35	12	26	-3.6	943
COc1ccc(CNC(C)C(=O)Nc2ccc3ccccc3c2)cc1OC (stereo unspecified)	4.1	3.2	10	-1%	-0.095	-0.28	0.28	-0.25	i	-2%	i	-2	i	55	-13	17	0.0	1058
CC1CCCN(c2ccc(C(=O)NCc3ccc4c(c3)OCO4)cc2[N+](=O)[O-])C1 (stereo unspecified)	3.2	2.0	13	2%	-0.28	-0.25	-0.17	0.35	i	8%	i	-7	i	34	34	-6	0.9	1035

Three compounds picked at random from those above:
smiles	MT stabilize HCS	MT stabilize HCS Hoechst-high %	MT stabilize HCS cytotoxicity %	P. falciparum M1AAP	Dynein transport	Dynein transport cytoplasmic EGFP	Dynein transport nuclear GR-EGFP	Dynein transport cell count	Yfh1-off respiration	P. falciparum M17LAP	Autophagy HCS	Autophagy HCS cell loss 18 h	T cell modulator	T cell modulator vesicle-bound %	WT yeast gro inh	WT yeast gro inh mutant strain	b-catenin transl	b-catenin transl cell count 5 µM
CN(NC(=O)c1ccccc1)c1ncc(C(F)(F)F)cc1Cl	.	.	.	0%	0.21	-0.27	-0.13	-0.26	i	3%	.	.	i	30	.	.	-2.1	1076
COc1cc2c(cc1OC)CN(C(=O)c1cc3ccccc3oc1=O)CC2	19*	14*	13*	-4%	0.31	-0.12	0.21	-0.83	.	-10%	i	10	i	15	15	4	0.6	1022
O=C(Nc1c(Cl)cc(Cl)cc1C(=O)NCCN1CCOCC1)c1cccc([N+](=O)[O-])c1	2.1	1.4	6.5	1%	0.26	-0.25	0.35	-0.59	i	-2%	i	20	i	56	1	-9	-2.8	1107

Following part:
smiles	MT stabilize HCS	MT stabilize HCS Hoechst-high %	MT stabilize HCS cytotoxicity %	P. falciparum M1AAP	Dynein transport	Dynein transport cytoplasmic EGFP	Dynein transport nuclear GR-EGFP	Dynein transport cell count	Yfh1-off respiration	P. falciparum M17LAP	Autophagy HCS	Autophagy HCS cell loss 18 h	T cell modulator	T cell modulator vesicle-bound %	WT yeast gro inh	WT yeast gro inh mutant strain	b-catenin transl	b-catenin transl cell count 5 µM
CC1CCN(c2oc(-c3cccc4ccccc34)nc2C#N)CC1	2.8	0.3	38	6%	-0.5	0.073	0.096	0.32	i	9%	i	4	i	14	-14	-8	-3.7	1240
CC(C)Sc1nnc(-c2c[nH]c3ccccc23)n1C	3.6	3.1	5.0	-1%	-0.47	-0.25	-0.1	0.53	i	4%	i	-4	i	35	-11	1	.	.
Cc1nc(NC2CCCC2)sc1C(=O)N(C)C	3.0	2.4	5.0	-5%	-0.16	-0.19	-0.073	0.96	i	-3%	i	-5	i	45	-14	6	.	.
COCCOC(=O)c1c(NC(=O)CNCc2ccco2)sc(C(N)=O)c1C	2.1	3.0	5.9	1%	-1.2	-0.17	-0.67	0.7	i	0%	i	-9	i	53	-8	5	0.7	1038
COc1ccc(CNC(=O)COC(=O)c2ccc3c(c2)OCCO3)cc1	4.2	3.3	6.2	-4%	0.3	-0.16	0.6	0.69	i	3%	i	14	i	4	1	-5	-2.8	1142
CCc1nnc(NC(=O)c2cccc(S(=O)(=O)N3CCN(c4ccccc4)CC3)c2)s1	3.0	1.4	9.7	13%	0.65	-0.18	0.5	-0.74	i	-3%	i	-26	i	29	22	11	2.8	1105
Cc1ccc(C2=N/C(=C\c3ccc(OS(=O)(=O)c4ccc(C)cc4)cc3)C(=O)O2)cc1	2.3	3.1	1.1	4%	-0.74	0.037	-0.62	-0.12	i	5%	i	-10	i	43	-8	-14	1.5	895
COC(=O)c1ccc(COC(=O)c2nn(C)c(=O)c3ccccc23)cc1	2.3	1.9	2.2	0%	0.71	-0.12	0.91	-0.6	i	4%	i	-12	i	27	-2	-7	-1.8	1070
NC(=O)C1=C[C@H](c2ccc(C(F)(F)F)cc2)C[C@H](OCCCCO)O1	1.6	1.2	2.6	-2%	1.6	-0.21	1.4	-1.3	i	-1%	i	14	i	32	-10	4	1.4	1020
Brc1cccc(OCCCCN2CCCCC2)c1	4.1	3.2	6.0	-3%	-0.096	-0.33	-0.47	0.88	i	-7%	i	-1	i	58	20	38	-1.7	1086
Cc1ccc(-c2nc(SCC(=O)NCC3CCCO3)c(-c3ccc(Cl)cc3)[nH]2)cc1 (stereo unspecified)	3.3	2.0	1.8	0%	-0.58	-0.18	0.46	0.44	i	1%	i	12	i	21	8	-14	1.7	569
CCn1c(C(=O)N2CCCC(C(=O)NCCc3ccc(C)cc3)C2)cc2sccc21 (stereo unspecified)	3.2	1.0	7.7	-4%	0.92	0.091	0.6	-0.61	i	-13%	i	5	i	10	44	16	-4.0	993
O=C(Nc1ccc(N2CCOCC2)c(Cl)c1)c1ccccc1F	1.2	1.2	3.0	1%	-1.5	0.36	-0.56	1.2	i	5%	i	-4	i	49	5	-1	0.4	1059
CSc1nc2cc(Oc3cccc(Cl)c3Cl)c(Cl)cc2[nH]1	.	.	.	-2%	.	.	.	.	i	-2%	.	.	i	14	85*	80*	5.3	946
COc1ccc(-c2cc3nc4n(c(=O)c3s2)CCCCC4)cc1	.	.	.	7%	-1	-0.27	-0.49	0.78	i	-9%	.	.	i	6	.	.	-2.7	1136
